# Cav32 inh – inhibitors of human Cav3.2 T-type calcium channel; O95180; Cav3.2-expressing cells, Fluo-4 calcium fluorescence FDSS; stronger effect = lower value; B-score at 10 µM; hit rate 4% among 100,000; AID 449739;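 active = single-dose well whose peak fluorescence ratio is a statistical outlier from its plate by either plate-standardised score or position-corrected B-score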
# Target sequence (O95180 whole entry, looked up): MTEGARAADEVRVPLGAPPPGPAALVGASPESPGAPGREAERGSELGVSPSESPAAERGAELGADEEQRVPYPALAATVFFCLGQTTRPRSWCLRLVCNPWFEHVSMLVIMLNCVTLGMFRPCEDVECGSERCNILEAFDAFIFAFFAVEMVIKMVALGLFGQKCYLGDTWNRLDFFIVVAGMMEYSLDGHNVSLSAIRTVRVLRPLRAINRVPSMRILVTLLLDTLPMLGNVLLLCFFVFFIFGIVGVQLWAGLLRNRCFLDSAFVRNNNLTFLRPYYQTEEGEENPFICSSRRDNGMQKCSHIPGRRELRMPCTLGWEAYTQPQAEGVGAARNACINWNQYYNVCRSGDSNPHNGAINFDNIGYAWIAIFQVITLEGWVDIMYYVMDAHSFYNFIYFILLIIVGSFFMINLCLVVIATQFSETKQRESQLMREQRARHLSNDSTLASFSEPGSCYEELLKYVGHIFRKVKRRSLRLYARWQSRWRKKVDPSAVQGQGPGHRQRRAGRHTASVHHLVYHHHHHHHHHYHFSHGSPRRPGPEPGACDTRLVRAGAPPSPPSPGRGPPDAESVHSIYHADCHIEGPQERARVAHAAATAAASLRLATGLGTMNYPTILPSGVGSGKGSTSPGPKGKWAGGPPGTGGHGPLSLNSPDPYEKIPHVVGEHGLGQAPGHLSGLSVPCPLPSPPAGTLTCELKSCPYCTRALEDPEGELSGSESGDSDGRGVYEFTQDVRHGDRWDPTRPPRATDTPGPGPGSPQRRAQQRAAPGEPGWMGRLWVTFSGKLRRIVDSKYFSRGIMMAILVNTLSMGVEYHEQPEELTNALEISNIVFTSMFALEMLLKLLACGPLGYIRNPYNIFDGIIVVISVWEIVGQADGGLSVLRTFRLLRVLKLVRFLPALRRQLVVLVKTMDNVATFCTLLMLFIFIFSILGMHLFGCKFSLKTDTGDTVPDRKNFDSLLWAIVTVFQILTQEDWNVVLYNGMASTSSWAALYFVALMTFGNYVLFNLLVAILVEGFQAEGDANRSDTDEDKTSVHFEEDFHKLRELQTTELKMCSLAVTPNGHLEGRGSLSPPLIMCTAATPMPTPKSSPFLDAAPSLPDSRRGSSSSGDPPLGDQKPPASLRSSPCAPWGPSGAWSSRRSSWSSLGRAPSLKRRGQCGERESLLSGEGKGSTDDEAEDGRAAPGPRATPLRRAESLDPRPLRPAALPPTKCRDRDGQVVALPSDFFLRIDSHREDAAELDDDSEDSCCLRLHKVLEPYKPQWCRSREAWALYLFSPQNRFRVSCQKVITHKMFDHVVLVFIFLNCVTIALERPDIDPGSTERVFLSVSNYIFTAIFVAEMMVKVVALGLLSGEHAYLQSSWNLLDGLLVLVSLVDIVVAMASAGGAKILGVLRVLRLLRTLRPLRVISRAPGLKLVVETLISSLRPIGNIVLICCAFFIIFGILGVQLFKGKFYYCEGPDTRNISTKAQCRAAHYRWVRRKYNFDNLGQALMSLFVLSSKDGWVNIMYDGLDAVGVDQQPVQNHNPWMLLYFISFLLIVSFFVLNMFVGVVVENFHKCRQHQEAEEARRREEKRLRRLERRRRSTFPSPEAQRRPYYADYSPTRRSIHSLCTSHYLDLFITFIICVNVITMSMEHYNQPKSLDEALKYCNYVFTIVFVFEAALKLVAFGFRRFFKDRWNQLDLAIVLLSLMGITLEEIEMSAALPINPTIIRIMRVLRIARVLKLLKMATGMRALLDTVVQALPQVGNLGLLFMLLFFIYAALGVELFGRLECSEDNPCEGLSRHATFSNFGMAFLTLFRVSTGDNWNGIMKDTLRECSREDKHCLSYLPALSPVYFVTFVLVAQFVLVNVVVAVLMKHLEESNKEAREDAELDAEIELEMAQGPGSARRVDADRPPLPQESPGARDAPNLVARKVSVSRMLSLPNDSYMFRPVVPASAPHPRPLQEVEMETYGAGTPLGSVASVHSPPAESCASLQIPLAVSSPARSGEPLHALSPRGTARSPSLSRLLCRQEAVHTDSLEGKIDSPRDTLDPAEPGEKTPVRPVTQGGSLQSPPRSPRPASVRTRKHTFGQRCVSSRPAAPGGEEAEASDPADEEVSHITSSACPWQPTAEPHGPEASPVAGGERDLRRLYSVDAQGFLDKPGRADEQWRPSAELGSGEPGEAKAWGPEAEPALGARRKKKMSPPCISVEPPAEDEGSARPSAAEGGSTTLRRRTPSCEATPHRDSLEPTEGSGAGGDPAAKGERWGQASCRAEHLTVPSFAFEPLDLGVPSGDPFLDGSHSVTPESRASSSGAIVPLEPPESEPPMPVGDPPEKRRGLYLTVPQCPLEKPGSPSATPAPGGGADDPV
# * hit, by the source's call. Some of the compounds tested; rates above refer to the full screens.
SMILES,Cav32 inh
COc1ccc(CCN2C(=O)CC(Nc3ccc(N4CCOCC4)cc3)C2=O)cc1OC (stereo unspecified),0.47
Cc1nc(-c2ccccc2)sc1-c1nc(-c2cccs2)ncc1S(=O)(=O)c1ccccc1,-4.8*
O=C(c1cc2nc(-c3ccccc3)cc(C(F)(F)F)n2n1)N1CCOCC1,-0.18
O=C(Nc1ccc(Br)cc1)c1cccc(NC(=O)C2C3CC4OC(=O)C2C4C3)c1 (stereo unspecified),-0.0068
COC(=O)c1ccc(NC(=O)CN(C2CCCCC2)S(C)(=O)=O)cc1,-0.4
C/C=C(\C)C(=O)OC1c2c(ccc3ccc(=O)oc23)OC(C)(C)C1OC(C)=O (stereo unspecified),-3.2
CCCn1c(=O)c(C(=O)c2ccccc2)nc2ccccc21,0.81
Cc1ccc(-n2nc(N)c3c(=O)oc(N(C)C)nc32)cc1,0.68
CCCCC(=O)Nc1ccc(Cl)cn1,-0.4
CCSc1nnc(NC(=O)Cc2ccc(OC)c(S(=O)(=O)N3CCOCC3)c2)s1,0.01
Cc1ccc(C)c(C(=O)COc2ccc(C)nc2[N+](=O)[O-])c1,0.028
N/C(=N\OC(=O)c1cc(-c2ccccc2)nc2ccccc12)c1ccncc1,-0.02
COCCn1c(=O)[nH]c2cc(C(=O)OC)ccc2c1=O,0.42
CCOc1c(Cl)cc(CNCC(C)C)cc1OC,1.4
O=C(/C=C/Nc1ccc(F)cc1)c1ccco1,-0.011
Cc1cc(C)cc(N(CC(=O)NCc2ccco2)C(=O)CCC(=O)Nc2ccccn2)c1,-1.9
CC1(C)Oc2ccc(C(=O)NC3CCCC3)cc2N(CC(=O)NC2CCCCC2)C1=O,1
COc1ccccc1CC(=O)Nc1ccc(-c2nnc(-c3ccco3)o2)cc1,-0.16
Cc1sc2nc(-c3ccco3)oc(=O)c2c1C,0.71
Cc1cc(O)c(-c2cc(C(=O)Nc3ccc(S(=O)(=O)N4CCOCC4)cc3)[nH]n2)cc1C,0.17
CCOc1cc(CNc2ccc3c(c2)CCC3)ccc1OC,-0.53
COc1ccccc1OCCSc1nnc(C)n1-c1ccccc1,1.9
CC(=O)Nc1cnc2ccccc2n1,-1.1
CC1=C(C(=O)NCc2ccccc2)C(c2cccnc2)n2ncnc2N1 (stereo unspecified),0.32
CCOC(=O)c1c(N)nn(C(=O)C(C)C)c1-c1ccc(OC)cc1,-3.2
Clc1ccc(-n2cccc2/C=N/n2cnnc2)cc1,0.98
CSc1ccc(CNc2ccc(C)cc2)cc1,-0.19
COc1ccc(C(=O)Nc2ccc(-c3ccc(C)o3)cc2)cc1S(=O)(=O)N1CCOCC1,0.35
COc1ccc(N2CCN(c3nc4c(c(=O)n(C)c(=O)n4C)n3Cc3ccccc3)CC2)cc1,-0.37
CC(C)CC(OC(=O)c1cccs1)C(=O)NCc1cccs1 (stereo unspecified),-0.92
CC1CCCN(C(=O)CCS(=O)(=O)Cc2ccccc2)C1 (stereo unspecified),-0.04
N#CC1=C(N)N(c2ccccc2)C(c2ccco2)C1(C#N)C#N (stereo unspecified),1.3
CCCC(=O)Nc1c2c(nn1-c1ccc(C)cc1C)CSC2,0.92
CCN(CC)S(=O)(=O)c1ccc(C(=O)OCC(=O)N2CCN(C(=O)c3ccco3)CC2)cc1,-0.017
c1ccc(Cn2cnc3ccccc32)cc1,1.6
O=C(Cc1c[nH]c2ccccc12)OCCOC(=O)Cc1c[nH]c2ccccc12,-6.5*
Clc1ccccc1CSc1snnc1-c1ccccc1,0.6
O=C(c1cc(-c2ccc3c(c2)OCO3)on1)N1CCN(c2ccc(F)cc2)CC1,0.42
Cn1c2ccccc2c2cc(C(=O)N3CCN(CCO)CC3)sc21,0.46
CC(C)N(C(=O)CSc1nnc(CN2CCCCCC2=O)n1-c1ccccn1)C(C)C,0.21
CCCOc1ccc(C(=O)Nc2ccc(Cl)cn2)cc1,-1.2
CCCOc1ccc(NC2=CC(=O)CC(C)(C)C2)cc1,0.023
O=C(COc1ccccc1)c1cn(CC(=O)N2CCOCC2)c2ccccc12,0.65
COc1ccc(C(=O)NCCn2ccc3ccccc32)cc1,-0.48
C=CCSc1nnc(NC(=O)CSc2ccccn2)s1,-1.4
COc1cc(C(=O)N2CCC(NC(=O)C(Cc3ccccc3)NC(C)=O)CC2)cc(OC)c1OC (stereo unspecified),1.8
CCOC(=O)c1cc2occc2n1CC(=O)NC1CCCCC1C (stereo unspecified),-1.5
CCn1c2ccccc2c2cc(CN3CCN(C(=O)c4ccco4)CC3)ccc21,0.033

# With a hit mark in Cav32 inh (from the list above):
SMILES,Cav32 inh
Cc1nc(-c2ccccc2)sc1-c1nc(-c2cccs2)ncc1S(=O)(=O)c1ccccc1,-4.8*
O=C(Cc1c[nH]c2ccccc12)OCCOC(=O)Cc1c[nH]c2ccccc12,-6.5*

# Back to the main list, starting four compounds before the break.
SMILES,Cav32 inh
C=CCSc1nnc(NC(=O)CSc2ccccn2)s1,-1.4
COc1cc(C(=O)N2CCC(NC(=O)C(Cc3ccccc3)NC(C)=O)CC2)cc(OC)c1OC (stereo unspecified),1.8
CCOC(=O)c1cc2occc2n1CC(=O)NC1CCCCC1C (stereo unspecified),-1.5
CCn1c2ccccc2c2cc(CN3CCN(C(=O)c4ccco4)CC3)ccc21,0.033
CC(c1ccc(F)cc1)n1c(-c2ccc3ccccc3n2)n[nH]c1=S (stereo unspecified),-1.7
CCOC(=O)C1=C(CSc2nc3c(cc2C#N)CN(C)CC3)OC(N)=C(C#N)C1c1ccc(Cl)cc1 (stereo unspecified),-0.097
CCOC(=O)c1c(C)[nH]c(C)c1C(=O)CSc1ncccn1,-0.12
COC(=O)c1sc(=S)n(-c2ccc(Cl)cc2)c1C,0.37
C=C1CCN([C@@H](C)C(=O)NCc2ccc(Cl)cc2)S(=O)(=O)c2ccccc21,-0.85
CCC(C)NC(=O)CCCCCn1c(=O)[nH]c2cc(OC)c(OC)cc2c1=O (stereo unspecified),0.95
CCCNS(=O)(=O)c1ccc(Oc2ncc(C(F)(F)F)cc2Cl)cc1,-3.6
COC(=O)c1oc2ccc(Br)cc2c1NC(=O)c1ccccc1,-0.98
O=C(CCCn1c(=O)oc2ccccc21)Nc1cccnc1,-0.59
CCOC(=O)N1CCC2(CC1)CC(=O)c1c(ccc3oc(C(=O)O)c(C)c13)O2,-0.8
[O-][n+]1onc2c1CCc1nnccc1-2,0.43
CCOC(=O)C1CCCN(c2ccc(NC(=O)c3snc4c(=O)[nH]c(C)nc34)cc2)C1 (stereo unspecified),-0.076
O=[N+]([O-])c1ccc(Oc2ccc(F)cc2Br)c2ccncc12,-0.003
CC(C)OC(=O)CSc1nc2cccnc2n1-c1ccc(F)cc1,0.57
COC(=O)c1ccccc1NC(=O)CSc1ccccn1,-0.021
COc1ccc(C(CC(=O)NCc2ccco2)c2ccc(F)cc2)cc1 (stereo unspecified),-3
O=C1CC(N2CCC(C(=O)N3CCCCC3)CC2)C(=O)N1 (stereo unspecified),0.13
COc1ccc(-c2nc(CS(=O)(=O)CC(=O)Nc3ccc(Cl)cc3)c(C)o2)cc1,-5.3*
CCSc1nnc(NC(=O)C2CC=CCC2C(=O)O)s1 (stereo unspecified),-0.019
O=C(O)C[C@H]1c2ccccc2S(=O)(=O)N1C1CCCC1,0.077
NC(=O)Cn1c(S(=O)(=O)Cc2ccccc2)nc2ccccc21,-0.98
Cc1oc(-c2ccccc2)nc1C(=O)OCC(=O)NC(=O)NCC(C)C,-0.38
CC(C)[C@H](CO)Nc1nc(Nc2ccc(Cl)c(C(=O)O)c2)c2ncn(C(C)C)c2n1,0.52
COc1cccc(/C=N\NC(=O)c2sc(N)nc2C)c1OC,0.68
COc1ccc(NC(=O)CN(c2ccc(C)cc2)S(C)(=O)=O)c(OC)c1,1
O=C(CSc1nnc(-c2c[nH]c3ccccc23)o1)c1ccccc1,0.38
CCOCCCNCc1ccc(OC)cc1,0.41
CCOC(=O)c1sc(NC(=O)CSc2nc(-c3ccco3)cc(C(F)(F)F)n2)c(C#N)c1C,0.052
FC(F)(F)c1nnc(-c2ccccc2)nc1Sc1ccccc1,0.15
COc1ccc(CNc2nc3nc(-c4ccccc4)cc(=O)n3[nH]2)cc1OC,-0.21
CCS(=O)(=O)Nc1ccc2c(c1)N(C(C)=O)c1ccccc1CC2,0.37
COc1ccccc1-n1c(SCC(=O)N2CCCC2)nc2cccnc21,0.19
Cc1c(Cc2ccccc2)sc(NC(=O)Cc2ccccc2)c1C(N)=O,-1.2
O=C(CSc1nnc(-c2ccccn2)n1Cc1ccccc1)Nc1ccc2c(c1)OCO2,-2.3
O=C(Nc1ccccc1C(=O)N1CCN(c2ccccc2)CC1)c1ccco1,1.1
O=S(=O)(c1ccccc1)N1CCN(Cc2cccc(Cl)c2)CC1,-1.4
CCn1c(SCC(=O)Nc2ccc3c(c2)OCO3)nc2c1c(=O)n(C)c(=O)n2C,-0.51
O=C(CN(c1ccc2c(c1)OCCO2)S(=O)(=O)c1ccccc1)Nc1ccc2c(c1)OCO2,0.061
COc1ccc(N(C(=O)C(C)C)S(=O)(=O)c2ccc(Cl)cc2)cc1,-3.2
O=c1cc(N2CCN(c3ccccc3F)CC2)[nH]c(=O)n1-c1ccc(Br)cc1,0.7
COc1ccccc1OCC(O)Cn1c(=N)n(Cc2ccccc2)c2ccccc21 (stereo unspecified),-4.7
Nc1nc(SCc2ccccc2)[nH]c(=O)c1-c1ccccc1,-2.6
CC(NC(=O)Cc1ccc(-c2ccccc2)cc1)c1ccccc1 (stereo unspecified),-2.5
Cc1nc2ccc(NC(=O)Cc3ccsc3)cc2s1,0.84
CC1CCN(S(=O)(=O)c2ccc3[nH]c(=O)c(=O)[nH]c3c2)CC1,-0.52
COc1cccc(-n2nnnc2S(C)(=O)=O)c1,0.88
O=C(CSc1ccccc1)N[C@@H](Cc1ccccc1)C(=O)O,-1.1
COc1ccc(Cl)cc1S(=O)(=O)N1CCN(c2ccc(F)cc2)CC1,-3.7*

# The final five compounds of the part before are carried over, then new ones follow:
SMILES,Cav32 inh
Cc1nc2ccc(NC(=O)Cc3ccsc3)cc2s1,0.84
CC1CCN(S(=O)(=O)c2ccc3[nH]c(=O)c(=O)[nH]c3c2)CC1,-0.52
COc1cccc(-n2nnnc2S(C)(=O)=O)c1,0.88
O=C(CSc1ccccc1)N[C@@H](Cc1ccccc1)C(=O)O,-1.1
COc1ccc(Cl)cc1S(=O)(=O)N1CCN(c2ccc(F)cc2)CC1,-3.7*
O=C1OC(C(=O)Nc2nccs2)Cc2ccccc21 (stereo unspecified),0.42
O=C(c1cccnc1)N1CCN(S(=O)(=O)c2ccc(S(=O)(=O)N3CCCC3)cc2)CC1,1.1
COc1ccc(N2CCN(C(=O)c3ccc(OCC4CCCO4)cc3)CC2)cc1 (stereo unspecified),-0.15
Cc1ccc(NC(=O)CCC(=O)NNC(=O)c2cccs2)cc1C,0.22
O=C(NCc1cccs1)C1CC(=O)N(c2ccc(F)cc2)C1 (stereo unspecified),1
C=C(C)Cn1c(SCC)nc2ccccc2c1=O,-3.8
Cc1cc(C)n2nc(SC3CCCCN(C(=O)c4ccc(F)cc4)C3=O)nc2n1 (stereo unspecified),0.11
Cc1nn(Cc2ccccc2)c(C)c1NC(=O)c1cc(-c2ccc3c(c2)OCO3)on1,0.97
CCOC(=O)c1cnn(-c2cc(Oc3cccc(C)c3)ncn2)c1N,0.64
Cc1cccc(C)c1OCC(=O)Nn1c(C)nc2ccccc2c1=O,0.28
CC(=O)Nc1ccc(Oc2cnc3ccccc3n2)cc1,-0.74
CC(C)CCNC(=O)C1CCCN(S(=O)(=O)c2ccc(F)cc2)C1 (stereo unspecified),0.95
O=C(C1=C[C@@H](c2coc3ccccc3c2=O)C[C@@H](OCc2ccc(CO)cc2)O1)N1CCN(Cc2ccc3c(c2)OCO3)CC1,0.6
Cc1cc(S(=O)(=O)Nc2ccc3ccccc3c2)c(C)s1,-3.6
COc1ccc(C2/C(=C(\O)c3ccc4c(c3)OCCO4)C(=O)C(=O)N2CCCN(C)C)cc1 (stereo unspecified),0.35
Cc1c(Cl)cccc1NC(=O)COc1ccc(S(=O)(=O)N2CCOCC2)cc1,-4
COC(=O)CC1C(=O)NCCN1C(=O)c1ccccc1 (stereo unspecified),0.079
CCCCn1c(SCC(=O)NCC2CCCO2)nc2ccc(N3CCOCC3)cc2c1=O (stereo unspecified),1.1
CC(C)CN(C(=O)COC(=O)C1c2ccccc2Oc2ccccc21)C1CCS(=O)(=O)C1 (stereo unspecified),-1.5
CC(Oc1ccccc1)C(=O)N1CCC2(CC1)Oc1ccc(F)cc1C(=O)C21CC(c2cccnc2)=NO1 (stereo unspecified),-0.0073
CCOc1ccc(N(Cc2cc3cc(OC)ccc3[nH]c2=O)C(=O)C2CCCO2)cc1 (stereo unspecified),-0.0054
COc1ccc(S(=O)(=O)N2CCCCC2)cc1C(C)C,-2.6
c1ccc(-c2nc(NCCCN3CCOCC3)c3ccccc3n2)cc1,1.3
COc1ccc(N(CC(=O)NCCSC(C)(C)C)S(C)(=O)=O)c(OC)c1,1
O=C(N[C@H](CO)[C@H](O)c1ccc([N+](=O)[O-])cc1)C(Cl)Cl,-1.9
O=C(CCN1CCCCC1)c1ccc2c(c1)OCO2,-0.088
C=CCc1c(C)nn(CC(=O)O)c1-c1ccccc1,0.071
CCc1nnc(NC(=O)CCN2C(=O)CCC2=O)s1,0.94
CCc1nc2ccc(C)cc2c(C(=O)NC2CCCCC2C)c1C (stereo unspecified),-0.52
O=c1[nH]ncc2c3ccccc3n(Cc3ccccc3)c12,-0.26
CCOC(=O)N1CCN(C(=O)COc2ccc(Br)cc2Cl)CC1,-1.5
COCCn1c(-c2ccccc2)nc2oc3cc(OC)ccc3c(=O)c2c1=O,0.75
CCOc1cc(C2C(C(=O)OC)=C(C)N=C3SCCC(=O)N32)ccc1OC(C)=O (stereo unspecified),-0.75
CCOC(=O)c1oc2cc(O)c(CC)cc2c(=O)c1-c1ccc2c(c1)OCCO2,-0.1
CCOC(=O)N1CCC(NC(=O)c2cc(S(=O)(=O)N3CCC4(CC3)OCCO4)ccc2F)CC1,0.35
CCOC(=O)c1sc(NC(=O)c2ccco2)nc1-c1ccccc1,0.22
COc1cccc(CNC(=O)C2CCCN(S(=O)(=O)c3cnc[nH]3)C2)c1 (stereo unspecified),1.2

# Looked up by structure from the entries so far:
SMILES,Cav32 inh
CCc1nc2ccc(C)cc2c(C(=O)NC2CCCCC2C)c1C (stereo unspecified),-0.52
COCCn1c(-c2ccccc2)nc2oc3cc(OC)ccc3c(=O)c2c1=O,0.75
